# TbREL1 inh: TbREL1 inhibition, primary screen; TbREL1 RNA ligation, FRET fluorescence; AID 1117264; 89,000 compounds, 0.49% hits; inhibition, % at 9.66 µM; P86926;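 active means inhibition above the mean inhibition across all screened compounds plus 3 SD, cut at about 11% in these data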;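 further: 0% = plate median of test wells and 100% = NSC42067 control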
# Target sequence (P86926 whole entry, looked up): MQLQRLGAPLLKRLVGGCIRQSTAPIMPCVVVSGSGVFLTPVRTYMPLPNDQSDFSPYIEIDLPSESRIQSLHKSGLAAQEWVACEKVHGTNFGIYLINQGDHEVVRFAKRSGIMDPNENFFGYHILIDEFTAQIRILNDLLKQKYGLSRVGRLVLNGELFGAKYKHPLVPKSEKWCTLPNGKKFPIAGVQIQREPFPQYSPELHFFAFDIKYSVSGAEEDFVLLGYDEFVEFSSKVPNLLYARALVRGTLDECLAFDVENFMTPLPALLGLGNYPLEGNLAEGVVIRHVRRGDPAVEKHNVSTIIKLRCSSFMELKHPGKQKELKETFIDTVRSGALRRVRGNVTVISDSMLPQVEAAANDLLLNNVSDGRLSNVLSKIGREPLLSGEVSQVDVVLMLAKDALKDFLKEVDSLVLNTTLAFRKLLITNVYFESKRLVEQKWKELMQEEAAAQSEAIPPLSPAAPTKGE
# * hit, by the source's call. These rows are one share of the data; count on the stated rates, not on these rows.
SMILES,TbREL1 inh
COc1ccc(C2=Nn3c(nnc3-c3ccncc3)SC2)cc1OC,0
CCCCOCCCNC(=O)C[C@H]1C[C@@]2(C(=O)OC)C(=C[C@H](COCc3ccccc3)O[C@@H]2C)N(CCc2ccc(OC)c(OC)c2)C1=O,-2
CC(C)(C)[C@H]1COC(=O)[C@H](Cc2ccc(F)cc2)CC/C=C/C[C@@H](CC(=O)N[C@H](CO)Cc2ccccc2)C(=O)N1,-3
O=C(Nc1ccccc1C(=O)Nc1ccccn1)c1cccc([N+](=O)[O-])c1,1
COc1cc(OC)c(C(=O)NNC(=S)NC2CCCCC2)cc1OC,-3
CCOc1cc(C(=O)Nc2ccc(C)cc2C)ccc1OCC(=O)N1CCCCC1,6
O=C(NCc1ccco1)C1CCCN(S(=O)(=O)c2ccc(Cl)s2)C1 (configuration not stated),0
Cc1cccc(N2C(=O)CC(Sc3nnc(C)s3)C2=O)c1 (configuration not stated),1
CC(NS(=O)(=O)c1ccc(Br)cc1)c1ccccc1 (configuration not stated),2
CCn1c2ccccc2c2nnc(SCN3C(=O)c4ccccc4C3=O)nc21,0
O=C(C1CCCN(S(=O)(=O)c2cccs2)C1)N1CCC(N2CCCCC2)CC1 (configuration not stated),-3
O=C(CS(=O)(=O)c1ccc(F)cc1)N1CCOCC1,3
CCOC(=O)[C@H]1[C@H]2COc3ccc(Cl)cc3[C@@H]2N2C(=O)c3cc(OC)ccc3NC(=O)[C@@]12C,-1
CCc1nc(N)c(C#N)c(-c2cccn2C)c1C,5
Cc1noc(C)c1C(=O)Nc1nc(-c2ccccc2Cl)cs1,-3
Cc1cccc(OCc2nnc(SCC(=O)N3CCN(c4ccccc4)CC3)o2)c1C,-4
COc1ccc(S(=O)(=O)Cc2ccc(C(=O)N3CCN(c4ncccn4)CC3)o2)cc1,1
COc1ccc(CCNC(=O)c2cc(C3CC3)nc3c2cnn3C(C)C)cc1,3
O=C(Nc1c(-c2ccc(F)cc2)nc2ncccn12)c1ccccc1,9
Cc1cc(-c2nnc(CCC(=O)NC(C)c3cccc4ccccc34)o2)no1 (configuration not stated),8
O=C(Nc1nc2ncccn2c1-c1ccc(F)cc1)c1ccccc1,10
COC1CCCN(C(=O)c2ccc3oc(Cc4ccc(Cl)cc4)nc3c2)C1 (configuration not stated),0
C=CCNc1nc(C(=O)OCC(=O)NCc2ccccc2OC)cs1,5
CCc1ccc(OCC(=O)NC2CCCCC2)c(Br)c1,1
Cc1cc(C)c2nc3sc(=Cc4ccc(-c5ccccc5C(=O)O)o4)c(=O)n3c2c1,2
CC(C)C[C@H](NC(=O)OC(C)(C)C)C(=O)N/N=C/c1ccc2nccnc2c1,-1
Cc1cccc(C)c1NC(=O)CN1CCN(C(=O)CNC(=O)c2ccc(N3CCCC3=O)cc2)CC1,5
NC(=O)c1ccc(NC(=O)COc2coc(CN3CCc4ccccc4C3)cc2=O)cc1,-2
O=[N+]([O-])c1cccc(CN2CCN(S(=O)(=O)Cc3ccccc3)CC2)c1,8
CCCCN(Cc1cc2cc(OC)ccc2[nH]c1=O)C(=O)c1ccccn1,1

# Three entries from above, as labelled records:
COC1CCCN(C(=O)c2ccc3oc(Cc4ccc(Cl)cc4)nc3c2)C1 (configuration not stated)
- TbREL1 inh: 0

C=CCNc1nc(C(=O)OCC(=O)NCc2ccccc2OC)cs1
- TbREL1 inh: 5

CCc1ccc(OCC(=O)NC2CCCCC2)c(Br)c1
- TbREL1 inh: 1

# (list continues)
SMILES,TbREL1 inh
O=c1cc2oc3cc(O)c(O)cc3c(-c3ccccc3[N+](=O)[O-])c-2cc1O,21*
COc1cccc2cc3c(nc12)C[C@@H]1CCCC(=O)N2CCC[C@@]12C3,-3
Cn1c(=O)c2c(nc(Sc3ncnn3CC(=O)NC3CCCCC3)n2C)n(C)c1=O,0
CCCCSC(=S)NC1CCS(=O)(=O)C1 (configuration not stated),3
Cc1cc(NC(=O)CCC(=O)N(CC(=O)NC2CCCC2)c2ccc(F)c(Cl)c2)no1,-2
c1ccc(CCn2nnnc2CN2CCc3ccccc32)cc1,-6
COc1cccc(C#CC2=CC(=O)C[C@H](c3ccc(F)cc3)C2)c1,3
C/C(=N\N1CCN(Cc2ccc(Cl)cc2)CC1)c1ccc([N+](=O)[O-])cc1,1
C=CCc1cccc(CNc2c(C)cc(C)cc2C)c1O,0
Cc1ccc(/C=N/NC(=O)CSc2nc3ccccc3s2)o1,-1

# Looked up one by one from the entries so far, 2 records:
SMILES,TbREL1 inh
CCCCSC(=S)NC1CCS(=O)(=O)C1 (configuration not stated),3
Cn1c(=O)c2c(nc(Sc3ncnn3CC(=O)NC3CCCCC3)n2C)n(C)c1=O,0

# Next section:
SMILES,TbREL1 inh
COc1ccc(-c2noc(-c3ccccc3C(=O)Nc3cccc(OC)c3)n2)cc1,4
COC(=O)c1ccc(NC(=O)c2ccc3nsnc3c2)cc1,-1
Nc1ccc2c(c1)[nH]c(=O)c1cc(N)ccc12,-2
CSCCC(C(=O)NC1=NCCS1)N1C(=O)c2ccccc2C1=O (configuration not stated),2
Clc1ccc(C2[C@H]3CN(Cc4ccc(-c5ccccc5)cc4)[C@H](c4ccccc4)C34CC2(c2ccccc2)C4)cn1 (some centres not stated),7
Cc1cc(F)ccc1-c1cc(C(=O)Nc2ccc(F)cc2)[nH]n1,0
COc1ccc(C2CC(c3ccccc3)Nc3nc(NC(=O)c4cccs4)nn32)cc1 (configuration not stated),2
O=C(NCC1COc2ccccc2O1)C1CCCN(S(=O)(=O)c2cccc3nsnc23)C1 (configuration not stated),-2
Cc1cccc(NC(=O)CCNC(=O)c2ccccc2Cl)n1,-1
CCN(C(=O)COC(=O)Cc1coc2cc(C)ccc12)c1c(N)n(Cc2ccccc2)c(=O)[nH]c1=O,-3
COc1ccc(-c2ccc(N3C(c4cc(OC)cc(OC)c4)=Cc4ccc(OC)cc4C3CC(C)=O)cc2)cc1 (configuration not stated),2
COc1ccc(NN=Nc2ccc([N+](=O)[O-])cc2)cc1,5
Cc1ccc(Cl)cc1C1=CC(=O)C[C@H](c2ccc(F)cc2)C1,-1
COC(=O)c1ccc(C=NNC(=O)c2cc(-c3ccc(C)c(C)c3)n[nH]2)cc1,2
CC(OC(=O)c1cccc(S(=O)(=O)N2CCN(C)CC2)c1)C(=O)Nc1ccc(C(N)=O)cc1 (configuration not stated),0
CCOCCCNC(=O)C1c2ccccc2C(=O)N2CCc3ccccc3C12 (configuration not stated),-1
COc1ccc(CN(Cc2ccncc2)C(=O)CCC(=O)O)cc1,1
CCOc1c(OC)cccc1C1CC(=O)Nc2cc3c(cc21)OCCO3 (configuration not stated),-3
O=C(/C=C(/c1ccc(Cl)cc1)n1cncn1)c1ccccc1,-2
NS(=O)(=O)c1ccc(S(=O)(=O)N2CCN(C3CCCC3)CC2)cc1,2
Cc1ccc(OCc2n[nH]c(=S)n2-c2ccccc2)cc1C,-9
CN(CC(=O)Nc1ccccc1C(F)(F)F)Cc1c(O)ccc2ccccc12,-1
COc1ccccc1CN1C(=NC(=O)C2CCCCC2)SC2CS(=O)(=O)CC21 (configuration not stated),3
Cc1c(C)n2c(SCC(=O)N3CCOCC3)nnc2[nH]c1=O,0
Cc1ccc(SCc2nc(-c3ccncc3)no2)cc1,1
CN1CCCC1CCSc1ncccc1-c1nc2ccccc2[nH]1 (configuration not stated),1
COc1ccccc1NS(=O)(=O)c1ccc(C)c(NC(=O)C2CCCO2)c1 (configuration not stated),2
CCOc1cc(C2C3=C(CC(C)(C)CC3=O)OC3=C2C(=O)CC(C)(C)C3)cc([N+](=O)[O-])c1O,1
Cc1ccc(NS(=O)(=O)c2cc(C(=O)N3CCOCC3)ccc2C)cc1C,-3
CCC(CO)Oc1cc(NC(=O)c2ccc(Cl)cc2)c2ncn(C(C)C)c2c1 (configuration not stated),0
COc1ccc(CCNC(=O)Nc2ccc3c(c2)c(=O)n(C)n3C)cc1OC,4
Cc1ccc(C)c(S(=O)(=O)C(C#N)c2nc3ccccc3nc2N2CCOCC2)c1 (configuration not stated),2
Cc1ccc(-n2c(Cc3cccs3)nnc2SCC(=O)Nc2ccccc2-c2ccccc2)cc1,0
CC(=O)c1cccc(Nc2cc(C)nc3ccc(C)cc23)c1,5
CC(=O)Nc1ccc(N(C(=O)c2ccco2)C(C(=O)NC2CCCCC2)c2ccccc2)cc1 (configuration not stated),-4
O=C(NNc1nc(-c2ccc(F)cc2)cs1)c1ccccc1,-2
COc1ccc(C(=O)OCC(=O)Nc2cccc(C(C)=O)c2)c(OC)c1OC,-2
Cc1nn(CC(=O)NC2CCC(C)CC2)c(=O)c(C#N)c1C (configuration not stated),1
O=C(CSc1nnc(SCc2ccc(Cl)cc2)s1)c1ccc2c(c1)OCO2,0
COc1ccc(C(=O)N2CCN(Cc3ccccc3)CC2)cc1[N+](=O)[O-],-4
COc1ccc(C(=O)NCC2(c3ccccc3)CCOCC2)cc1[N+](=O)[O-],0
CC(C)(C)NC(=O)NC(=O)CN1CCCc2ccccc21,-3
O=C(CCc1nnc2ccc(NCc3ccco3)nn12)Nc1ccc(F)cc1,1
CC(C)(C)CNC(=O)C1(C)CCN1C(=O)c1ccccc1CCc1ccccc1 (configuration not stated),3
COC(C(=O)N/N=C(\C)CC(=O)Nc1ccc(N(C)C)cc1)c1ccccc1 (configuration not stated),-9
COc1ccc(C(=O)N2CCOCC2c2cc(C(=O)NCc3ccccc3)no2)cc1 (configuration not stated),0
O=C1OC(c2ccccc2)/C(=C(/O)c2ccccc2)C1=O (configuration not stated),4
CN(C(=O)c1cc2c(s1)-c1ccccc1S(=O)(=O)C2)c1ccccc1F,-2
CCC(=O)N1CCN=C1SCc1ccc(Cl)cc1,-1
Cc1c(Cl)cccc1NC(=O)CSc1nnc(C)n1CC1CCCO1 (configuration not stated),4
# Additional structures follow:
SMILES,TbREL1 inh
O=C(Nc1ccccc1)c1ccccc1NC(=O)[C@H]1CCCC[C@H]1C(=O)O,3
Cc1cccc(/C=N\Nc2cn[nH]c(=O)c2Cl)c1,-1
COc1ccc(Br)cc1C=NNC(=O)c1ccncc1,1
COC(=O)c1ccc(NC(=O)CSc2nc(=O)n3cccc(C)c3n2)cc1,5
O=S1(=O)c2c(Oc3cccc4ccccc34)cccc2OC(COCc2ccccc2)CN1C1CCCC1 (configuration not stated),2
C[C@]12c3[nH]c4ccccc4c3CCN1C(=O)C(CC(=O)NCc1cccc(C(F)(F)F)c1)C[C@@H]2C(=O)N1CCOCC1 (some centres not stated),0
COc1ccccc1NC(=O)CSc1nnc(Cn2cnc3ccccc32)n1C,-2
CC1C(=O)N2CCCc3cc(NC(=O)C(=O)NCCc4c[nH]c5ccccc45)cc1c32 (configuration not stated),3
COCCCNC(=O)C[C@@H]1C[C@@]2(C(=O)OC)CC(C)(C)CC=C2N(CCc2ccc(OC)c(OC)c2)C1=O,0
Brc1ccc([C@H]2C=C[C@H]3CCCN4CC[C@H]2[C@@H]3[C@]42CO2)cc1,-1

# The last two compounds of the section above lead into the next.
SMILES,TbREL1 inh
COCCCNC(=O)C[C@@H]1C[C@@]2(C(=O)OC)CC(C)(C)CC=C2N(CCc2ccc(OC)c(OC)c2)C1=O,0
Brc1ccc([C@H]2C=C[C@H]3CCCN4CC[C@H]2[C@@H]3[C@]42CO2)cc1,-1
CN(CC(=O)Nc1ccccc1Cl)C(=O)COC(=O)c1ccc(Cl)cc1[N+](=O)[O-],0
O=C1OCc2cccc3cccc1c23,4
O=C(NCc1ccncc1)C(=O)C1C(=O)Nc2ccccc21 (configuration not stated),10
CC1Cc2nc(SCC(=O)Nc3nc4ccccc4s3)n(C)c(=O)c2S1 (configuration not stated),-3
Cc1cc(C)cc(-n2c(C)c3c(C)nnc(C)c3c2C)c1,-5
Cc1ccc(NC(=O)CCC(=O)NNC(=O)c2ccco2)cc1C,-1
Cc1ccc(S(=O)(=O)N2CCCOC2CNC(=O)C(=O)NC2CCCC2)cc1 (configuration not stated),-1
COCCN1Cc2cccc(C(=O)Nc3c(C)cccc3C)c2C1=O,-1
CCC12CN3CC(CC)(CN(C1)C3c1c(O)ccc3ccccc13)C2=O (configuration not stated),-1
COc1ccc(/C=C/C(=O)NC(=S)NNC(=O)c2cccnc2)cc1,-9
O=C(CN1C(=O)NC2(CCCCCCC2)C1=O)NCc1ccccc1,-1
S=c1nc(-c2ccccc2)n(CCCn2ccnc2)c2c1CCCC2,2
O=C(c1ccc([N+](=O)[O-])cc1)N1CCSC1c1cccc(Cl)c1 (configuration not stated),-1
COC(=O)NNS(=O)(=O)c1ccc(C)cc1,2
COc1ccc(NC(=O)c2ccc(S(=O)(=O)N(C)c3ccccc3)cc2)cn1,6
O=C(C(=NNc1ccccc1)c1ccccc1)c1ccccc1,0
O=C1OC(COc2ccc(Br)cc2)CN1c1ccccc1 (configuration not stated),2
N#Cc1cc2c(nc1SCC(=O)N1CCCCC1)CCCCC2,-4
CCC(CC)C(=O)N(C)c1c(C)nc2c(OCc3ccccc3C)cccn12,1
Cc1[nH]c(=O)[nH]c(=S)c1C(=O)Nc1ccc(Cl)c(Cl)c1,-1
COC(=O)c1cccc(NC(=O)c2ccc(OC)c(Cl)c2)c1,2
Cc1ccnc(SCC(=O)N2CCc3ccccc32)n1,6
CCCN1CCN(CCCNC(=O)Cn2cc3c(n2)CCCC3)CC1,-1
CC(=O)c1cccc(N=Nc2c(C)[nH]c3ccccc23)c1,0
CCOc1c(C)cnc2c1c(=O)n(CC(=O)NCC1CCCO1)c(=O)n2C (configuration not stated),6
